GRK2 inh: human GRK2 inhibition via aptamer displacement; inhibition of aptamer binding, % at 10 µM; 0.59% of 330,000 active; bead flow cytometry, FAM-aptamer displacement from GRK2; P25098;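 active = inhibition of aptamer binding above 40%, roughly 3 SD of noise, on plates passing a quality check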;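 also: median bead fluorescence of bound FAM aptamer so fluorescent compounds give negative values; no value below 0 was filed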
Bcl-xL primary: blocks human Bcl-xL binding to Bim BH3 peptide | GST-Bcl-xL / FITC-Bim BH3 peptide fluorescence polarization | inhibition, % at 10.9 µM | 0.7% of 320,000 active | AID 2129;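 active = inhibition above the mean of all tested compounds plus 3 SD, cutoff set per campaign, cut at about 30% in these data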;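 also: 0% = DMSO wells and 100% = unlabeled Bim-BH3 peptide competitor; inhibitors lower millipolarization by displacing the labeled peptide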
Target sequence (Q07817 whole entry, looked up): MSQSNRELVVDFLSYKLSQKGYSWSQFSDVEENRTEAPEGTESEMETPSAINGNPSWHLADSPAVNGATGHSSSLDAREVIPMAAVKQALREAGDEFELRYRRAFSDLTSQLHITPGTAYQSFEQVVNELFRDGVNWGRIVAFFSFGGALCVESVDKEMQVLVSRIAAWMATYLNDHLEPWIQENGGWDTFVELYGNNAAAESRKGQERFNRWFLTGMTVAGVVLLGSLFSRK
MCL1-BIM inh: MCL1-BIM-BH3 interaction inhibition (human). Q07820. GST-MCL1 / FITC-Bim-BH3 fluorescence polarization. 0.68% of 320,000 active. inhibition, % at 10.9 µM;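 active = inhibition above the mean inhibition of all tested compounds plus 3 SD, set per campaign, cut at about 40% in these data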;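 also: 0% = DMSO wells and 100% = unlabeled Bim-BH3 peptide control; higher means more loss of mP so more displacement of Bim peptide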
Target sequence (Q07820 whole entry, looked up): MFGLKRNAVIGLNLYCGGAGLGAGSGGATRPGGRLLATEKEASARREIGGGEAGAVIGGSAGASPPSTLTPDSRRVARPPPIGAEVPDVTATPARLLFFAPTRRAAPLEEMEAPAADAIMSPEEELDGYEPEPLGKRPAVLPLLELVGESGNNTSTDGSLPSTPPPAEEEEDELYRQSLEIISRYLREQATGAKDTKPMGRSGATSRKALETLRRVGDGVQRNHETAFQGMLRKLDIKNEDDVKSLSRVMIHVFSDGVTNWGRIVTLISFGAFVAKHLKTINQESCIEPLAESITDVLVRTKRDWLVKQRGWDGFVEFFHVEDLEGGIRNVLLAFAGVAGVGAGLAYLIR
Fam108B counter: counter-screen for RBBP9 inhibitors: inhibitors of mouse Fam108B | inhibition, % at 9.51 µM | AID 1947 | recombinant Fam108B, FP-Rh probe fluorescence polarization | 0.33% of 300,000 active;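 active = inhibition above the screen mean inhibition plus 3 SD, computed separately per campaign, cut at about 18% in these data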;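 also: inhibitors lower polarization as less probe binds the enzyme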
MEX-5 binding: C. elegans MEX-5 TCR-2 RNA binding activity; 0.38% of 300,000 active; Q9XUB2; activity score (negative = inhibition of binding), % at 10 µM; MEX-5/FITC-TCR2 RNA binding, fluorescence polarization; active compounds read low;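 active = inhibition past about -25% in most replicates, and total fluorescence under double the plate's negative control median, limit read from the data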;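 also: 0% = DMSO and -100% = 5 µM competing unlabeled TCR2 RNA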
AGP1 TOR yeast: alters AGP1-GFP fluorescence in TOR pathway yeast screen. GFP response vs DMSO, % at 10 µM. S. cerevisiae AGP1-GFP multiplex flow cytometry, 3 h; GFP as percent of DMSO wells. 0.02% of 320,000 active;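 active = GFP response relative to DMSO above a set limit, near screen average plus 3 SD, cut at about 150% in these data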;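 also: median GFP channel fluorescence of the gated AGP1 strain per well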
VLA-4 inh: inhibition in a human VLA-4 binding assay; P13612; VLA-4 expressing cells, ligand binding flow cytometry; inhibition, % (about 7 µM as worked out from the volumes in the protocol); 0.2% of 330,000 active; AID 2557; in the data active = inhibition above about 50%
GLD-1 TGE inh: GLD-1-TGE RNA interaction inhibition (C. elegans); 0.44% of 320,000 active; inhibition, % at 5.96 µM; purified GLD-1 + fluorescein TGE RNA, fluorescence polarization; Q17339;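 active = percent inhibition above a per-plate cutoff, the plate mean of test compounds plus 3 SD, cut at about 30% in these data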;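 also: 0% = DMSO wells with GLD-1 and probe and 100% = wells lacking GLD-1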
Target sequence (Q17339 whole entry, looked up): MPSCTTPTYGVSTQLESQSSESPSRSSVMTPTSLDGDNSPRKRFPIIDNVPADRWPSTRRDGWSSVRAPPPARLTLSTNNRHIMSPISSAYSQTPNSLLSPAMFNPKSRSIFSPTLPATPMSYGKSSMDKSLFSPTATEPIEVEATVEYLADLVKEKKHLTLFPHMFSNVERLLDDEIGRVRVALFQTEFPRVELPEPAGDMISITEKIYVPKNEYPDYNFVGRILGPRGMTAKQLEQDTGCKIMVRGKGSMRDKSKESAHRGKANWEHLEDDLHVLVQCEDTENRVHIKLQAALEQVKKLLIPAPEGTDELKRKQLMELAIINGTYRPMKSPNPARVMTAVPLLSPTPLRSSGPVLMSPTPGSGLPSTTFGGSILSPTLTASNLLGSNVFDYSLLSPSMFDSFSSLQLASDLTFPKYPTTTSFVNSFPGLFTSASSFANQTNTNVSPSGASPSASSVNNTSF
CIT2-GFP yeast: modulators of TOR pathway CIT2-GFP in S. cerevisiae | S. cerevisiae CIT2-GFP strain, flow cytometry, 3 h; 100 means same as DMSO wells | GFP response vs DMSO, % at 10 µM | 0.065% of 320,000 active;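 active = GFP response relative to DMSO above a set limit, near the screen mean plus 3 SD, cut at about 150% in these data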;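 also: ratio of well median GFP fluorescence to mean of DMSO wells on the plate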
* = called active by the depositor; . = not tested or not shown.

no.	structure	GRK2 inh	Bcl-xL primary	MCL1-BIM inh	Fam108B counter	MEX-5 binding	AGP1 TOR yeast	VLA-4 inh	GLD-1 TGE inh	CIT2-GFP yeast
1	O=C(NC(=S)N(CCCCO)C1CCCCC1)c1sc2ccccc2c1Cl	1	7	6	2	-0.3	87	-7	1	84
2	C#CCNC(=O)C1=C[C@H](c2cn(C(C)=O)c3ccccc23)[C@@H](CCCO)[C@H](OCC)O1	.	5	8	0	0.7	.	.	3	.
3	Cc1cccc(NC2=C(Cl)C(=O)OC2NC(=O)c2ccccc2)c1 (centres undefined)	2	2	-8	-4	0.4	91	17	-3	90
4	O=C(O)/C=C/C(=O)OC1CC2CCC1C2 (centres undefined)	2	9	9	2	3.3	99	18	-1	96
5	CC(C)N(C(=O)CN1CCN(S(=O)(=O)c2ccc(Br)s2)CC1)C(C)C	0	2	3	.	.	91	-8	3	89
6	CC1CN(C(=O)c2ccccc2)c2ccccc2NC1=O (centres undefined)	1	2	4	-1	-0.3	.	-3	7	.
7	CC(C)OC(=O)c1nnc(-c2ccccc2)nc1OC(C)C	0	1	2	0	-2.8	97	11	0	104
8	Cc1cc2c(=O)n(C)c(SCC(=O)c3cc4ccccc4o3)nc2s1	0	1	1	-2	-0.4	104	9	6	103
9	CSc1ccccc1NC(=O)CN1CC(C)OC(C)C1 (centres undefined)	4	-1	-8	3	-2.2	99	16	-6	107
10	CCOC(=O)c1cnc2[nH]c3ccccc3n2c1=O	1	2	-3	-1	-3.0	101	10	3	86
11	Cn1cnnc1Sc1cc(N2CCN(S(=O)(=O)c3ccc(Cl)c(Cl)c3)CC2)ccc1[N+](=O)[O-]	0	7	2	-4	-0.4	77	6	-3	98
12	CN1CCN(c2ccccc2NC(=O)Cc2cn(C)c3ccccc23)CC1	0	2	0	0	0.3	97	33	5	98
13	CC1(C)Cc2c(sc3[nH]c(=O)n(CC(=O)NCC4CCCO4)c(=O)c23)CO1 (centres undefined)	0	6	10	3	-2.0	97	39	-4	100
14	CCN(CC)S(=O)(=O)c1cc(NC(=O)CNc2c(C)n(C)n(-c3ccccc3)c2=O)ccc1C	0	0	0	5	1.9	103	6	-1	106
15	O=C(COC(=O)Cc1cn2ccsc2n1)NCc1ccc2c(c1)OCO2	0	-8	-12	-2	1.3	103	-13	6	95
16	Cc1ccc(/C=N/NC(=O)c2cccnc2)o1	0	7	2	0	1.9	101	10	1	95
17	COCCN1CCn2c(nc3cc([N+](=O)[O-])ccc32)C1	0	10	-1	-5	-0.5	101	-1	3	100
18	O=C(NCCCn1ccnc1)c1noc2c1CCCC2	1	-3	3	3	-1.2	108	-2	2	97
19	CCCCn1c(CCl)nc2cc(S(=O)(=O)N3CCOCC3)ccc21	0	.	.	.	.	98	1	18	90
20	CC(=O)Oc1ccc(N2C(=O)[C@@H]3[C@H](C2=O)[C@H]2c4ccccc4C=NN2[C@@H]3C(C)=O)cc1	0	24	21	1	-3.5	104	5	18	97

A section of the results above, as a working copy:
no.	structure	GRK2 inh	Bcl-xL primary	MCL1-BIM inh	Fam108B counter	MEX-5 binding	AGP1 TOR yeast	VLA-4 inh	GLD-1 TGE inh	CIT2-GFP yeast
1	O=C(NC(=S)N(CCCCO)C1CCCCC1)c1sc2ccccc2c1Cl	1	7	6	2	-0.3	87	-7	1	84
2	C#CCNC(=O)C1=C[C@H](c2cn(C(C)=O)c3ccccc23)[C@@H](CCCO)[C@H](OCC)O1	.	5	8	0	0.7	.	.	3	.
3	Cc1cccc(NC2=C(Cl)C(=O)OC2NC(=O)c2ccccc2)c1 (centres undefined)	2	2	-8	-4	0.4	91	17	-3	90
4	O=C(O)/C=C/C(=O)OC1CC2CCC1C2 (centres undefined)	2	9	9	2	3.3	99	18	-1	96
5	CC(C)N(C(=O)CN1CCN(S(=O)(=O)c2ccc(Br)s2)CC1)C(C)C	0	2	3	.	.	91	-8	3	89
6	CC1CN(C(=O)c2ccccc2)c2ccccc2NC1=O (centres undefined)	1	2	4	-1	-0.3	.	-3	7	.
7	CC(C)OC(=O)c1nnc(-c2ccccc2)nc1OC(C)C	0	1	2	0	-2.8	97	11	0	104
8	Cc1cc2c(=O)n(C)c(SCC(=O)c3cc4ccccc4o3)nc2s1	0	1	1	-2	-0.4	104	9	6	103
9	CSc1ccccc1NC(=O)CN1CC(C)OC(C)C1 (centres undefined)	4	-1	-8	3	-2.2	99	16	-6	107
10	CCOC(=O)c1cnc2[nH]c3ccccc3n2c1=O	1	2	-3	-1	-3.0	101	10	3	86
11	Cn1cnnc1Sc1cc(N2CCN(S(=O)(=O)c3ccc(Cl)c(Cl)c3)CC2)ccc1[N+](=O)[O-]	0	7	2	-4	-0.4	77	6	-3	98
12	CN1CCN(c2ccccc2NC(=O)Cc2cn(C)c3ccccc23)CC1	0	2	0	0	0.3	97	33	5	98

The results go on.
no.	structure	GRK2 inh	Bcl-xL primary	MCL1-BIM inh	Fam108B counter	MEX-5 binding	AGP1 TOR yeast	VLA-4 inh	GLD-1 TGE inh	CIT2-GFP yeast
21	Cc1noc(C)c1C(=O)Nc1sccc1C(N)=O	1	.	.	.	.	90	2	-3	87
22	O=C(NCCCN1CCOCC1)C(C(=O)c1ccccc1)n1ccccc1=O (centres undefined)	0	3	-4	0	1.5	102	44	-1	97
23	C=CCn1c(O)c(N=NC(=O)CNC(=O)c2ccco2)c2ccccc21	0	2	-3	3	-2.6	103	2	9	114
24	Cc1ccc(Sc2nnc(Cc3ccccc3)c3ccccc23)cc1	2	2	2	-7	-0.1	89	2	3	93
25	Cn1cccc1C(=O)NC(=O)CSc1nc2ccccc2s1	4	8	8	1	-1.3	95	-12	-6	88
26	Cc1ccc(C(=O)c2cc(C)sc2N)cc1	2	0	7	2	-0.2	87	5	5	86
27	COc1cc(C2OC(c3cc(OC)c(OC)c(OC)c3)C(C)C2C)cc(OC)c1OC (centres undefined)	0	-1	-7	2	2.8	107	-17	1	110
28	Cc1ccc(NC(=O)C(=O)NCc2ccc(/C=N/NC(=O)c3c(C)nc4cc(C)ccn34)o2)cc1	6	4	7	2	0.7	104	1	2	113
29	CSc1ccc(C2CC(=O)Nc3nc(SC)[nH]c(=O)c32)cc1 (centres undefined)	7	8	3	3	-2.8	102	23	7	106
30	Cc1ccc(S(=O)(=O)NCC2NCCc3ccccc32)cc1 (centres undefined)	1	2	0	2	4.4	105	7	8	.
31	Cc1ccc(CNC(=O)Nc2cccs2)cc1	3	8	16	7	1.1	97	10	2	99
32	CCC(C)(C)n1nnnc1C(c1ccc(O)c(OC)c1)N1CCN(c2nc3ccccc3s2)CC1 (centres undefined)	0	10	8	2	-2.7	113	2	-1	108
33	O=C(COC(=O)c1n[nH]c(=O)c2ccccc12)c1ccccc1	0	4	-1	3	3.9	101	21	1	96
34	C=CCN1C(=NC(=O)CCC(=O)O)SC2CS(=O)(=O)CC21 (centres undefined)	5	5	-12	-3	-0.9	96	-1	-2	104
35	O=C(C[n+]1cc(Br)cc2ccccc21)c1ccccc1	45*	49*	45*	6	1.3	99	-60	-31	107
36	FC(F)Oc1ccc(/C=N/N2CCCCC2)c(OC(F)F)c1	0	0	-4	3	3.4	98	24	-8	96
37	Cc1ccc(-c2cc(C(=O)Nc3nccs3)c3ccccc3n2)o1	1	18	14	1	-2.6	87	6	2	80
38	CCc1ccc(NC(=O)C2(C)Cc3ccccc3C(=O)O2)cc1 (centres undefined)	7	7	11	2	-3.6	97	-7	8	82
39	O=C(Nc1ccc(S(=O)(=O)Nc2ncccn2)cc1)C12CC3CC(CC(Cl)(C3)C1)C2	1	.	.	.	.	107	0	8	105
40	CCCC(=O)N/C(N)=N/c1nc(C)c2ccccc2n1	2	2	7	0	-2.8	106	-4	-4	97

The list continues:
no.	structure	GRK2 inh	Bcl-xL primary	MCL1-BIM inh	Fam108B counter	MEX-5 binding	AGP1 TOR yeast	VLA-4 inh	GLD-1 TGE inh	CIT2-GFP yeast
41	O=C(CSc1nc2ccccc2c(=O)n1CCCO)NC1CC1	4	-3	1	.	.	105	9	2	102
42	O=C1CCN(Cc2nc(-c3ccc(Cl)cc3)no2)CCN1	0	3	0	-5	-0.4	110	14	-11	107
43	Cc1cc(C(=O)COC(=O)c2ccc[nH]c2=O)c(C)n1C1CC1	1	-3	-6	0	-2.0	94	-5	-2	88
44	CCc1ccc(N2CC(C(=O)Nc3ccc(S(=O)(=O)Nc4nccs4)cc3)CC2=O)cc1 (centres undefined)	4	1	5	-1	-1.1	97	6	0	110
45	Nc1c(NCc2ccccc2)c(=O)c1=O	4	5	1	2	-4.4	105	4	-2	101
46	O=c1c2cc([N+](=O)[O-])ccc2nc2n1CCC2	7	3	6	2	-1.5	108	8	-1	98
47	CCn1ccnc1CN(C)C(=O)CC1C(=O)NCCN1Cc1c(F)cccc1Cl (centres undefined)	0	20	25	2	-3.7	83	-1	9	97
48	CCN(CCn1cccn1)C(=O)CCc1nnc(CCc2ccccc2OC)o1	0	1	2	-3	1.6	99	1	1	104
49	Cc1ccc(OCc2nc(-c3ccccn3)no2)c(Br)c1	2	-1	-1	2	1.0	95	-10	6	88
50	COc1ccccc1NC1=C(Cl)C(=O)OC1OC(=O)c1ccco1 (centres undefined)	0	3	5	-5	0.3	108	2	4	97
51	COc1ccc(C=NNC(=O)c2ccccc2NS(=O)(=O)c2cccs2)cc1O	5	.	.	.	.	95	9	11	88
52	CNC(=O)CN(c1ccc(C23CC4CC(CC(C4)C2)C3)cc1)S(C)(=O)=O	1	1	3	1	0.5	109	-9	6	110
53	CN(Cc1ccccc1)C(=O)CCCn1c(=O)c2cccn2c2cccnc21	0	4	-2	0	1.9	102	18	2	102
54	O=C(COC(=O)c1ccc(Cl)cc1Cl)Nc1cccc(S(=O)(=O)NC2=NCCC2)c1	2	2	-2	.	.	101	10	3	95
55	COc1ccc(NC(=O)CSc2nnc(CC(=O)Nc3ccc(F)cc3)n2C)cc1	1	2	1	-2	-1.3	95	1	0	97
56	Cc1c(-c2nc(N)nc(Nc3ccc(F)cc3)n2)oc2ccccc12	1	8	2	-8	1.2	94	0	2	94
57	Cc1ccc(NC(=O)CSc2cccc[n+]2[O-])c([N+](=O)[O-])c1	2	-2	-2	-2	3.1	94	0	5	100
58	CCCCCCCNC1=CC(=O)CC(c2ccco2)C1 (centres undefined)	0	4	18	-1	-5.9	88	-4	-1	83
59	COc1ccc(CNS(=O)(=O)c2c(C)[nH]c(C)c2C(=O)N2CCCCC2)cc1	0	-2	5	2	0.1	91	13	1	93
60	O=C(Nc1ccccn1)Nc1ccccc1[N+](=O)[O-]	13	1	-6	0	-1.6	99	2	-1	93
61	CN=C1c2cc3cc(OC)ccc3n2CCN1C	0	6	0	1	-0.2	104	12	6	98
62	COc1cccc(/C=C2\SC(=S)N(CCCC(=O)N3CCCCC3CCO)C2=O)c1 (centres undefined)	3	-1	-5	-6	.	108	6	1	109
63	Cc1ccc(-c2[nH]ncc2/C=C(\C#N)C(=O)NC2CCCCC2)cc1	1	4	5	-4	0.2	103	-6	-4	108

High-throughput results deposited in PubChem by several laboratories.
